Screening results deposited in PubChem by several laboratories.
SRC2 TRFRET art: flags TR-FRET format artefacts in PPARgamma SRC-2 recruitment agonist screen; TR-FRET artefact counter-screen; hits give high values; TR-FRET ratio at 8 µM; actives 0.4% (n = 200,000); AID 1049; in the data active means TR-FRET ratio above about 2000; further: inactives centre near 1500
ROMK primary: modulators of human ROMK potassium channel. P48048. Tet-inducible ROMK, thallium flux fluorescence; actives lie on both sides. B-score at 10 µM. actives 2% (n = 130,000). AID 1918;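 active means signal ratio slope over the read window, or its plate-corrected B-score, at least 3 SD from the plate mean, either direction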;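 further: B-score of the F/F0 ratio slope over 7 to 12 s after thallium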
PPARg SRC-2 ag: promotes SRC-2 coactivator recruitment by human PPARgamma; P37231; PPARgamma LBD-SRC-2 recruitment, biochemical; activation, % at 8 µM; actives 0.34% (n = 200,000); in the data active means activation above about 22%;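 further: 0% = vehicle and 100% = reference agonist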
Target sequence (P37231 whole entry, looked up, the tested form may be a part): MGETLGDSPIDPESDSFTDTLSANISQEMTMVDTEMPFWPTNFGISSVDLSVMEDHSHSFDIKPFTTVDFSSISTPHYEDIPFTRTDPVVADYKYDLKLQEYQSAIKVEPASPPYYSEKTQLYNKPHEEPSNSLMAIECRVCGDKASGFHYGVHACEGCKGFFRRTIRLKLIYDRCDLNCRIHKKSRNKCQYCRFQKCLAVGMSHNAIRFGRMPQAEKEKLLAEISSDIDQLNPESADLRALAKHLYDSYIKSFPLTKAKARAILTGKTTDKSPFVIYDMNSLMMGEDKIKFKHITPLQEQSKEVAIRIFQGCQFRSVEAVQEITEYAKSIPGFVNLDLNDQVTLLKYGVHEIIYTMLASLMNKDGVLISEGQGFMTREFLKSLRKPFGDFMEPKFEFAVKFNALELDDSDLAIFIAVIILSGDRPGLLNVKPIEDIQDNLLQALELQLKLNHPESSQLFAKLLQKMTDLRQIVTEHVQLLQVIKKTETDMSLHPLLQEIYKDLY
PMI act: activators of human phosphomannose isomerase; purified human PMI, coupled resazurin fluorescence, 20 min; hits give high values; 1 = vehicle control, 0 substrate-free wells; activation factor at 20 µM; actives 0.005% (n = 190,000); AID 1214;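 active means activation factor of 2 or more at 20 µM, relative to plate controls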
PMI act hi M6P: increases human PMI activity with near-saturating mannose 6-phosphate. actives 0.34% (n = 190,000). activation factor at 20 µM. coupled PMI enzyme assay, resazurin fluorescence, 20 min; hits give high values; 1 = untreated enzyme, 0 = substrate-free blank. P34949;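 active means activation factor of 2 or more at 20 µM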
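Test system: human phosphomannose isomerase with PGI, G6PDH, diaphorase coupling enzymes; Amount: PMI at 15 ng/mL final; Reagent: Mannose-6-phosphate 1.0 mM (near-saturating) plus 0.22 mM NADP+; Timing: 20 min, room temperature; Technique: resorufin fluorescence at Ex 544/Em 590 nm; Dosing: 20 µM single dose.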
PPARg SRC-3 ag: PPARgamma-driven SRC-3 recruitment agonism. biochemical PPARgamma/SRC-3 coactivator recruitment assay. activation, % at 8 µM. actives 0.26% (n = 200,000). AID 731; in the data active means activation above about 23%;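 further: 0% = DMSO and 100% = reference agonist; some compounds past the cut are filed as inactive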
Diaph act CS: counter-screen for diaphorase-based assays: diaphorase activators and chemical reducers. Diaphorase/resazurin coupled assay, resorufin fluorescence, 16 min; hits give high values; 1 = vehicle wells, 0 = NADH-free wells. AID 1229. actives 0.005% (n = 190,000). activation factor at 20 µM;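 active means diaphorase activity raised at least twofold by the compound at 20 µM; inactive means activation factor below 2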
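Material: bacterial diaphorase enzyme (C. kluyveri); amount: enzyme 0.07 U/mL final; reagent: NADH substrate 0.114 mM plus resazurin dye 0.1 mM, final; doses: single compound dose of 20 µM, 1% DMSO final; timing: 16 min enzyme reaction, ambient temperature; measured by: fluorescence of resorufin, 544 nm excitation, 590 nm emission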
G6PDH CS: counter-screen for G6PDH assay hits: L. mesenteroides G6PDH inhibition | inhibition, % at 5 µM | AID 1020 | Purified L. mesenteroides G6PDH, diaphorase/resazurin coupled fluorescence, 45 min | actives 0.12% (n = 200,000); in the data active means inhibition above about 50%
S1P3 antagonist: antagonists of human S1P3 receptor. actives 0.27% (n = 170,000). Q99500. inhibition, % at 4.98 µM. CHO S1P3 NFAT-BLA reporter, FRET fluorescence, antagonist mode;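 active means inhibition above the plate cutoff, the mean inhibition of test wells on that plate plus 3 SD, cut at about 28% in these data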;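 further: cells challenged with S1P at its EC80 of 0.8 µM; blue over green emission ratio from cleaved BLA substrate after 4 h stimulation; 0% = S1P-stimulated wells and 100% = unstimulated DMSO-only wells; some compounds past the cut are filed as inactive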
Target sequence (Q99500 whole entry, looked up): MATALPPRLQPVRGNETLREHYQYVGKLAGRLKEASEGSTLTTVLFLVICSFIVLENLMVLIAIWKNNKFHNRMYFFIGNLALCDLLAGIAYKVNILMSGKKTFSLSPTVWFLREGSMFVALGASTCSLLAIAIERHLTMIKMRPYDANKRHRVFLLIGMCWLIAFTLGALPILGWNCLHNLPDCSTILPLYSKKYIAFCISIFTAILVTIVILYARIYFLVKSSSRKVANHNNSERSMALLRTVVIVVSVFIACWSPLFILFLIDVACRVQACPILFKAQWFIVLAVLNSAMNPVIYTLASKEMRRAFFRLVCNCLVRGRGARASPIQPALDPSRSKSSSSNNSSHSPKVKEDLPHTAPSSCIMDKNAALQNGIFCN
PPARg SRC-1 ag: PPARgamma-driven SRC-1 recruitment agonism; PPARgamma-SRC-1 coactivator recruitment biochemical assay; activation, % at 8 µM; actives 0.41% (n = 200,000); in the data active means activation above about 19%;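 further: 0% = DMSO and 100% = reference agonist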
Diaph inh CS: diaphorase inhibition or chemical oxidation counter-screen. diaphorase resazurin-to-resorufin fluorescence, NADH, 16 min; bacterial (C. kluyveri) enzyme, not human. inhibition, % at 20 µM. actives 0.69% (n = 190,000). AID 1217;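 active means primary screen inhibition at 20 µM above a set limit, cut at about 50% in these data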;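 further: plate controls were DMSO with full reaction for no effect and wells lacking NADH for full effect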
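Assay system – diaphorase enzyme from Clostridium kluyveri · Amount – diaphorase 0.14 U/mL (working solution) · Times – reaction incubation of 16 min at room temperature · Controls – No-NADH positive control and DMSO neutral control · Signal – resorufin fluorescence 544/590 nm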
* hit, by the source's call; x = no result given.

SMILES	SRC2 TRFRET art	ROMK primary	PPARg SRC-2 ag	PMI act	PMI act hi M6P	PPARg SRC-3 ag	Diaph act CS	G6PDH CS	S1P3 antagonist	PPARg SRC-1 ag	Diaph inh CS
Cc1ncc([N+](=O)[O-])n1CC(=O)Nc1ccc2c(c1)OCO2	1730	0.33	5	0.9	0.9	2	0.9	2	-14	9	12
CC1=C(C(=O)OCCOc2ccccc2)C(c2ccsc2)NC(=O)N1C (stereo not given)	1561	-1.3	4	1.1	1	3	1	6	3	0	2
Cc1nn(CCC#N)c2nc(C(F)(F)F)[nH]c(=O)c12	1608	0.31	0	1	0.9	-3	0.8	5	-6	-2	19
O=C(C1=NOC(CNc2ncc(C(F)(F)F)cc2Cl)C1)N1CCOCC1 (stereo not given)	1655	-0.02	2	1	0.9	-1	1.1	18	-1	13	-13
Cc1cc(N2CCCCC2)nc2ccc(NC(=O)c3ccc(Br)o3)cc12	1387	-0.56	11	0.9	0.9	-2	0.9	3	x	-2	14
CC(C)NCC(=O)NC12CC3CC(CC(C3)C1)C2	1638	-0.32	4	1	1	7	1	4	x	5	0
Cc1nn(-c2ccccc2)c(N)c1N=Nc1ccc2ccccc2c1	1413	1.2	-7	0.9	0.8	-3	0.8	2	13	0	24
CCOC(=O)C1CCN(S(=O)(=O)c2cccc(-c3csc(C)n3)c2)CC1	1651	x	3	0.8	0.9	6	0.8	14	-5	-3	24
COc1cccc(CN2C(=O)C3CCCN3c3ccc(S(=O)(=O)N4CCOCC4)cc32)c1 (stereo not given)	1724	x	4	1	1	6	0.8	4	x	5	22
COc1cccc(-c2csc(/C(C#N)=C/Nc3cc4oc5ccccc5c4cc3OC)n2)c1	1452	-0.91	-5	1	0.9	-3	0.9	3	13	-1	10
N#Cc1ccc(COC(=O)c2cc(=O)c3ccccc3o2)cc1	1552	x	3	1.1	1.1	5	1	0	1	2	2
Cc1nnc(-c2ccc(Oc3ccc(Br)cc3)c([N+](=O)[O-])c2)o1	1494	-0.16	7	0.8	0.8	-4	0.8	18	9	-2	22
C=CCC(CC=C)(NC(=O)c1ccccc1C(=O)O)c1ccccc1	1695	-0.64	-1	0.9	1	2	0.8	0	-2	3	15
O=C(O)CC(NC(=O)C(c1ccccc1)c1ccccc1)c1ccco1 (stereo not given)	1494	x	8	0.8	0.9	4	0.9	2	16	3	10
COc1ccc(N2CCN(C(=O)C3CCN(S(=O)(=O)N4CCOCC4)CC3)CC2)cc1	1458	0.12	3	1.1	1	12	0.9	9	-49	5	8
COc1cccc(OC)c1OCCOc1ccc(C(=O)c2ccccc2)cc1	1429	x	1	1.1	1.2	0	1	5	3	-7	2
CCCCCn1c(=O)c(-c2nc3ccccc3c(=O)[nH]2)c(O)c2ccccc21	1532	0.54	1	0.9	0.9	-6	0.9	-15	30	-2	12
CC(C)NC(=O)c1ccc2c(c1)S(=O)(=O)c1ccccc1C2=O	1363	-1.3	8	1.2	1.3	12	1	3	x	-5	-2
COc1ccc2c(c1OC)C(=O)N1N=C(c3ccc(-c4ccccc4)cc3)CC21 (stereo not given)	1600	0.28	-1	1	1.1	3	1	-1	10	5	1
CCc1cccc(NC(=O)CN(C)S(=O)(=O)c2cnc[nH]2)c1	1654	x	0	0.9	1	7	0.8	-1	14	8	22

Three entries from above, reformatted:
smiles,SRC2 TRFRET art,ROMK primary,PPARg SRC-2 ag,PMI act,PMI act hi M6P,PPARg SRC-3 ag,Diaph act CS,G6PDH CS,S1P3 antagonist,PPARg SRC-1 ag,Diaph inh CS
COc1cccc(-c2csc(/C(C#N)=C/Nc3cc4oc5ccccc5c4cc3OC)n2)c1,1452,-0.91,-5,1,0.9,-3,0.9,3,13,-1,10
COc1cccc(OC)c1OCCOc1ccc(C(=O)c2ccccc2)cc1,1429,x,1,1.1,1.2,0,1,5,3,-7,2
COc1ccc2c(c1OC)C(=O)N1N=C(c3ccc(-c4ccccc4)cc3)CC21 (stereo not given),1600,0.28,-1,1,1.1,3,1,-1,10,5,1

Additional compounds follow.
SMILES	SRC2 TRFRET art	ROMK primary	PPARg SRC-2 ag	PMI act	PMI act hi M6P	PPARg SRC-3 ag	Diaph act CS	G6PDH CS	S1P3 antagonist	PPARg SRC-1 ag	Diaph inh CS
Oc1c(C(c2cccs2)N2CCC3(CC2)OCCO3)sc2ncnn12 (stereo not given)	1584	x	-6	1.1	1.1	-4	1	-1	6	-4	3
CCn1c(CC(=O)Nc2ccc(Cl)c(Cl)c2)nnc1SCc1ccc(C)cc1	1620	x	-3	0.9	1.1	-1	1.1	5	-7	3	-8
O=C(NC1CCN(C(=S)NCCc2ccccc2)CC1)C1CC1	1526	-0.5	-6	x	x	-4	x	7	4	-2	x
O=C(NCc1ccccc1)C(c1ccc(F)cc1)N(Cc1ccc2c(c1)OCO2)C(=O)Cn1nnc(-c2cccs2)n1 (stereo not given)	1424	x	-4	1	1	3	0.9	-3	x	-1	8
O=C(Nc1cc(S(=O)(=O)N2CCCCC2)ccc1O)c1ccccc1NS(=O)(=O)c1ccc(F)c(F)c1	1437	x	1	0.8	0.9	-2	0.6	-16	-10	-5	37
C=CCN(Cc1nc(-c2cc(OC)ccc2OC)oc1C)C1CCS(=O)(=O)C1 (stereo not given)	1485	x	3	x	x	0	x	4	3	1	x
Cc1ccc2[nH]c(=O)cc(C(=O)OC(C)C)c2c1	1627	x	-1	0.9	0.9	2	0.8	12	-25	1	17
Clc1cccc(NCc2nnc(SCc3ccccc3Cl)o2)c1	1485	0.036	-3	0.9	0.9	-7	0.8	-1	x	-3	23
O=C(N/N=C/c1cn(-c2ccccc2)nc1-c1cc2ccccc2o1)c1ccncc1	1590	0.051	0	0.9	0.8	5	0.7	-8	-1	1	28
O=C(CSc1nc2ccsc2c(=O)n1Cc1ccc(C(=O)O)cc1)NCc1ccco1	1532	0.14	-11	1.1	1.1	-2	0.8	9	7	-11	15
COc1ccc([N+](=O)[O-])cc1NC(=O)c1ccc(-n2nc(C)cc2C)cc1	1543	0.86	-1	0.9	0.7	0	0.8	4	6	3	20
NC(=O)COC(=O)c1c2c(nc3ccccc13)CCCCC2	1485	-0.3	-11	1	1	-1	1	-3	-12	3	0
Cc1[nH]c(=O)c(C#N)cc1-c1ccccc1	1564	x	5	0.9	0.9	-4	0.9	7	x	9	13
CCOC(=O)C1CCN(C(=O)Cc2c(F)cccc2Cl)CC1	1528	x	7	0.9	1	-7	0.9	-5	-2	3	9
Cc1ccc(-c2nn3c(C)nnc3s2)cc1NC(=O)COc1ccc(Cl)cc1	1580	x	4	1	1	1	0.9	1	-28	1	5
O=C(O)Cn1c(CCS(=O)(=O)c2ccc(Br)cc2)nc2ccccc21	1765	0.86	4	1.1	1	-2	1	0	6	10	4
CC(C)=C1SC(N2CCN(c3ccc(C)cc3)CC2)=NC1=O	1675	x	3	1.1	0.9	13	1	10	x	2	2
CC(C)OCC1CC(CC(=O)Nc2ccc([N+](=O)[O-])cc2)C(=O)O1 (stereo not given)	1538	-0.95	9	1	1	6	0.9	6	-5	-3	12
COC(=O)CCCC(=O)Nc1ccc(Br)cc1	1534	0.011	-4	1	0.9	-4	0.9	-2	15	1	12
CCCOc1ccc(/C=N/NC(=O)c2ccc(Cn3cc([N+](=O)[O-])cn3)o2)cc1	1482	0.1	-6	1	1.1	-1	1	-2	x	-5	2

Of the compounds above, these have a nitro group on carbon.
SMILES	SRC2 TRFRET art	ROMK primary	PPARg SRC-2 ag	PMI act	PMI act hi M6P	PPARg SRC-3 ag	Diaph act CS	G6PDH CS	S1P3 antagonist	PPARg SRC-1 ag	Diaph inh CS
Cc1ncc([N+](=O)[O-])n1CC(=O)Nc1ccc2c(c1)OCO2	1730	0.33	5	0.9	0.9	2	0.9	2	-14	9	12
Cc1nnc(-c2ccc(Oc3ccc(Br)cc3)c([N+](=O)[O-])c2)o1	1494	-0.16	7	0.8	0.8	-4	0.8	18	9	-2	22
COc1ccc([N+](=O)[O-])cc1NC(=O)c1ccc(-n2nc(C)cc2C)cc1	1543	0.86	-1	0.9	0.7	0	0.8	4	6	3	20
CC(C)OCC1CC(CC(=O)Nc2ccc([N+](=O)[O-])cc2)C(=O)O1 (stereo not given)	1538	-0.95	9	1	1	6	0.9	6	-5	-3	12
CCCOc1ccc(/C=N/NC(=O)c2ccc(Cn3cc([N+](=O)[O-])cn3)o2)cc1	1482	0.1	-6	1	1.1	-1	1	-2	x	-5	2

The list continues.
SMILES	SRC2 TRFRET art	ROMK primary	PPARg SRC-2 ag	PMI act	PMI act hi M6P	PPARg SRC-3 ag	Diaph act CS	G6PDH CS	S1P3 antagonist	PPARg SRC-1 ag	Diaph inh CS
CC(=O)c1c(C)oc2ccc(N(C(C)=O)S(=O)(=O)c3cccc([N+](=O)[O-])c3)cc12	1607	0.78	1	1.2	1	-2	0.8	6	1	-8	17
N#Cc1nc(COc2ccc(Br)cc2)oc1N1CCN(Cc2ccccc2)CC1	1597	-1.1	4	0.9	0.9	-4	0.7	-3	x	-7	26
CCCCC(=O)NC(c1cccc([N+](=O)[O-])c1)c1c(OC(C)=O)ccc2ccccc12 (stereo not given)	1589	0.06	19	0.9	0.9	2	0.8	8	x	5	18
CCCCCOc1ccc(CSC2=NCCN2)cc1[N+](=O)[O-]	1420	x	-4	1.1	1	0	1	-6	-2	-1	3
CCc1nc(SCc2ccccn2)c2c(=O)n(C)c(=O)n(C)c2n1	1564	x	3	1.1	1.2	-3	1	2	-20	-1	-1
O=C(CC1NC(=O)NC1=O)Nc1cccc2ccccc12 (stereo not given)	1555	x	3	0.9	1	5	1	6	6	4	0
Cc1ccc2[nH]c(=O)c(CN(CCO)C(=O)NCc3ccccc3)cc2c1	x	x	x	0.9	0.9	x	1	-4	-21	x	4
Cc1ccc2oc(-c3cccc(NC(=O)C4CCCO4)c3)nc2c1 (stereo not given)	1571	-0.78	0	0.9	0.9	-5	0.9	-35	-18	-3	5
C/C(=C(\C#N)C(=O)NC1CCCCC1)N(C)C	1395	0.15	-2	0.9	0.9	0	0.9	4	-12	-4	12
Cc1nc(SCc2ccc(Br)cc2)[nH]c(=O)c1C	1267	x	-11	0.9	0.9	2	0.9	-7	-3	-9	6
CCCN(CCC)C(=O)c1c(C)[nH]c(C(=O)OCC)c1C	1464	x	-2	1	1	-4	0.9	1	-15	1	6
CCOc1ccc(OCc2ccc(C(=O)N/N=C(\C)c3ccccn3)cc2)cc1	1501	-1.5	2	1.3	1.4	-5	1.2	0	-14	5	-17
Cc1ccsc1/C=N/NS(=O)(=O)c1ccc([N+](=O)[O-])cc1	1679	x	-2	1.2	1.1	-1	0.9	4	0	8	6
